Screening results deposited in PubChem BioAssay by National Center for Advancing Translational Sciences (NCATS).
RECQ1 helicase – inhibitors of human RECQ1 DNA helicase. P46063. RECQ1 DNA unwinding, red fluorescence kinetic read. Potency, µM (doses to about 57.3 µM), without a hit: at the highest dose activity, negative = inhibition, actives largely listed as inhibitors. 0.54% of 240,000 active;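 also: plate controls were vehicle for no effect and no enzyme for full effect; nearly all actives have a fitted effect of over 30% in size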
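RECQ1T1 50 nM; forked duplex (20 bp + 30-nt ss tails) 200 nM, ATP 2 mM final; pH 8.0, 2 mM MgCl2, 2.5 ug/ml poly(dI-dC); 15 min compound preincubation; discontinuous kinetic read over 2 h at RT.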
Lamin A splicing – LMNA splicing modulation | Potency, µM (series often up to 46.1 µM), for the others: top-dose ratio change, negative = inhibition, actives largely listed as inhibitors | 0.01% of 200,000 active | AID 1487 | HeLa LMNA splicing GFP/RFP minigene ratio, 48 h; active = well fitted inhibition curve with a large enough effect in the signal ratio, with a control signal flat, not every such curve was filed as active; inconclusive = small, poorly fitted or top-dose-only effect, or effect the other way, or a change in a side signal; the % refers to the signal ratio; also: % is scaled to controls: 0 for no effect and ±100 for the full control effect
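Read-out is the ratio of GFP to DsRed2 object intensity, acquired by 488 nm laser-scanning cytometry on HeLa lamin A-EGFP minigene reporter cells. Compound incubation 48 hrs at 37 °C in Opti-MEM with 2% FBS; DMSO 0.5% final.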
L3MBTL1 block – inhibitors of human L3MBTL1. Q9Y468. AlphaScreen L3MBTL1–H3K9me1 peptide binding. Potency, µM (doses to about 57.1 µM), for the others: top-dose activity, negative = inhibition, usual class: inhibitors. 0.66% of 230,000 active; also: % is scaled to controls: 0 for no effect and ±100 for the full control effect; nearly all actives have a fitted effect of over 60% in size
Target sequence (Q9Y468 whole entry, looked up): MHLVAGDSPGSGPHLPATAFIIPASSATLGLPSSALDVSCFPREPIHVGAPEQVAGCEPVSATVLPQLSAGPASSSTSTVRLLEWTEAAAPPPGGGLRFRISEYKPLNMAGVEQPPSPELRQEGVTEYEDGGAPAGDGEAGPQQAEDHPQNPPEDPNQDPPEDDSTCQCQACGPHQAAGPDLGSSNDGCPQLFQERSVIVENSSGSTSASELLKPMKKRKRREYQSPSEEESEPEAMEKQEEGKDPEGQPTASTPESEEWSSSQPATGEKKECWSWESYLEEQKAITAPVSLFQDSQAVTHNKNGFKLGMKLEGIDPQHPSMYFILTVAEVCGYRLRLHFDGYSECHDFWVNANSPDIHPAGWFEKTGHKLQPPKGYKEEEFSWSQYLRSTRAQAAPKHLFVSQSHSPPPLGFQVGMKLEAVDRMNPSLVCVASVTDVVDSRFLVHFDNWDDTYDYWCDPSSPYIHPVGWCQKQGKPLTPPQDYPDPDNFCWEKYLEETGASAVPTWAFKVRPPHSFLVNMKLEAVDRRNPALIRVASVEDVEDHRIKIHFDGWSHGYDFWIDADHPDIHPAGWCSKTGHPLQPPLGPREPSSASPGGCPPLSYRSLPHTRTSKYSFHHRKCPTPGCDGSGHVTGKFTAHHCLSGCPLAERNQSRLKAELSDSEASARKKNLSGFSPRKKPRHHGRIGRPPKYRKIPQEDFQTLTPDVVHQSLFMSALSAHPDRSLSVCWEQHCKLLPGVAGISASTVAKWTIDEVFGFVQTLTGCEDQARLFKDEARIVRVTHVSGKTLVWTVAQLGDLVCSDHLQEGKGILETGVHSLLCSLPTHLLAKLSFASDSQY
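First, the protein-peptide complex forms for 30 min at room temperature (L3MBTL1 50 nM, biotinylated H3K9me1 peptide 75 nM). Next, compounds are pin-transferred and incubated 30 min. Finally, AlphaScreen beads are added and read after 30 min.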
SMN2 splice up – SMN2 splice variant enhancement; HEK293 SMN2-luciferase splicing reporter, luminescence, 30-36 h; Potency, µM (titrated, usually from 46.1 µM), for the others: at the top dose activity change, positive = activation, actives largely listed as activators; 2.8% of 210,000 active; also: % of control where 0% means no effect; nearly all actives have a fitted effect of over 55% in size
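HEK293 cells carry an SMN2 minigene-luciferase reporter in which exon 7 inclusion puts luciferase in frame. Cells were seeded at 2000 cells/well, attached for 10-12 hours, then exposed to compounds for 30-36 hours at 37C before ONE-Glo luminescence.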
ALDH1A1 inh – ALDH1A1 (human) enzyme inhibition | Potency, µM (doses to about 75.3 µM), inactives show top-dose activity, negative = inhibition, usual class: inhibitors | Purified ALDH1A1, NADH fluorescence, propionaldehyde substrate | 7.3% of 220,000 active | P00352; active = well fitted inhibition curve with a large enough effect, not every such curve was filed as active; inconclusive = small, poorly fitted or top-dose-only effect, or another doubt; inactive = no such curve, though single readings can be large or run the other way;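 also: plate controls were no enzyme wells and a reference inhibitor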
Tau fibril ThT – blocks human tau fibril formation measured by thioflavin T. Potency, µM (doses to about 57.4 µM), for the others: top-dose activity, negative = inhibition, usual class: inhibitors. 2.1% of 270,000 active. recombinant tau K18 P301L (four-repeat tau fragment), heparin-induced fibrillization, ThT fluorescence; also: % is scaled to controls: 0 for no effect and ±100 for the full control effect; nearly all actives have a fitted effect of over 55% in size
Target sequence (P10636 561-689 P618L limits assumed): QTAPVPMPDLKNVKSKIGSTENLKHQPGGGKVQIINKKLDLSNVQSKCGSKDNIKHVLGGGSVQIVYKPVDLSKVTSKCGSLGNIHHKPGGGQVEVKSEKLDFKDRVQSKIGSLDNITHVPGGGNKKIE
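K18 P301L tau (15 uM + 0.24 uM Alexa 594-tagged), heparin 20 uM, NaOAc pH 7, 6 h 37 C; ThT 30 uM, 1 h RT, ex 450/em 510 nm.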
KDM4E inh – inhibitors of human JMJD2E histone demethylase; B2RXH2; JMJD2E catalytic domain, FDH-coupled NADH fluorescence (FDH is formaldehyde dehydrogenase); Potency, µM (titrated, usually from 57.1 µM), for the others: at the highest dose activity change, negative = inhibition, hits mostly inhibitors; 1.6% of 230,000 active; AID 2147; active = well fitted inhibition curve with a large enough effect, not every such curve was filed as active; inconclusive = small, poorly fitted or top-dose-only effect, or another doubt; inactive = no such curve, though single readings can be large or run the other way;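 also: 0% = wells with enzyme and -100% = buffer wells without enzyme; nearly all actives have a fitted effect of over 50% in size; many of its hits are not listed in these tables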
Luc counter – Kinase-Glo luciferase inhibition (counter-screen). Kinase-Glo luciferase, ATP luminescence, 8 min. Potency, µM (top dose mostly 38.3 µM), for the others: at the top dose activity change, negative = inhibition, usual class: inhibitors. 0.28% of 200,000 active. AID 1379; also: % is scaled to controls: 0 for no effect and ±100 for the full control effect; nearly all actives have a fitted effect of over 60% in size
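Inhibition of Kinase-Glo luciferase light generation was assessed at 10 uM ATP in pH 7.2 imidazole buffer, with luminescence measured after eight minutes at ambient temperature.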
An asterisk follows results filed as active; i = inactive; ? = inconclusive; nt = no result given; & = joins results of further samples; [ ] = remark or other dose. Unless noted, calls follow the shape of the dose curve; as a rule, active = well fitted curve in the direction sought with a large enough effect; inconclusive = small, poorly fitted or top-dose-only effect, or another doubt; inactive = no such curve, though single readings can be large; an effect the other way counts as inactive or inconclusive. Potency is read from the fitted curve at half-maximal effect.

SMILES	RECQ1 helicase	Lamin A splicing	L3MBTL1 block	SMN2 splice up	ALDH1A1 inh	Tau fibril ThT	KDM4E inh	Luc counter
O=C(Nc1ccc2nc(-c3cccs3)[nH]c2c1)c1cccs1	i	-18%	nt	5%	?	6%	0%	2%
CC1=[N+]([O-])C(C)(C)CC(C)(C)c2ccccc21	i	19%	nt	26%	-2%	-11%	-2%	-2%
O=C(O)C(Cc1cc2ccccc2[nH]1)N1C(=O)C2CC=C(Cl)CC2C1=O (stereo not given)	-1%	-15%	5%	13%	9%	-4%	-1%	1%
Cc1n[nH]c(=O)nc1Nc1ccc(O)cc1	-2%	4%	nt	-6%	15%	-18%	6%	-4%
Cc1cc(C)cc(-n2c(C)cc(/C=N/NC(=O)CSc3ncccn3)c2C)c1	-5%	?	-12%	-19%	28µM*	?	-26%	-3%
Cc1cccc(N(C(=O)Cn2nnc3ccccc32)C(C(=O)NC(C)(C)C)c2ccsc2)c1 (stereo not given)	-13%	1%	1%	25%	11%	1%	5%	1%
O=C(Cn1ncnn1)OCc1ccccc1Cl	i	3%	3%	-14%	12%	-6%	-4%	14%
C/C(=N\NC(=O)c1ccc(Br)cc1)C1C(=O)c2ccccc2C1=O	i	?	nt	-21%	-2%	4µM*	?	-4%
N#Cc1nc(Cc2cccc3ccccc23)oc1NCC1CCCO1 (stereo not given)	-13%	1%	-1%	-14%	-9%	-13%	0%	3%
Oc1oc(-c2ccccc2)nc1C=Nc1ccccc1	-4%	6%	-14%	26%	?	?	5%	-3%
Cc1ccc(NCCC(=O)c2ccc(Cl)cc2)cc1C	-6%	-1%	10%	-5%	2.8µM*	-14%	5%	0%
COc1cc(-c2noc(CCC(N)=O)n2)cc(OC)c1OC	-4%	8%	8%	5%	3%	6%	6%	-1%
CCC(=O)Nc1ccc(NC(=O)c2ccccn2)cn1	-2%	6%	-1%	14µM*	7%	2%	-2%	-18%
CCOC(=O)C1=C(N)OC2=C(C(=O)CC(C)(C)C2)C1c1cccs1 (stereo not given)	-6%	-7%	?	3%	?	?	-25%	-1%
COc1nc(Cl)cn(-c2ccc(C)cc2)c1=O	1%	?	1%	-30%	?	5%	9%	12%
Cc1c(-c2ccc(F)cc2)nc(N)c(C#N)c1-c1cccnc1	-3%	nt	5%	nt	nt	-18%	?	nt
C/C(=N\Nc1nc2c(s1)CCCC2)c1ccc(Cl)cc1	-8%	?	-11%	-22%	28µM*	14µM*	-23%	0%
COc1ccc(CCNC(=O)Cn2cnc3sc(C)c(-c4ccc(F)cc4)c3c2=O)cc1OC	i	nt	3%[11.4 µM]	-6%	1%	-8%	0%	-1%
CCOC(=O)c1oc2ccccc2c1NC(=O)c1ccc2c(c1)OCO2	-10%	12%	9%	-7%	-9%	-16%	?	5%
CCN(CC)CCCNC(=O)N[C@@H](Cc1ccccc1)C(=O)O	i	?	13%	-4%	13%	4%	9%	2%
O=C(c1ccco1)N1CCC(c2nc(-c3ccccc3Cl)no2)CC1	-8%	-12%	nt	nt	?	-4%	-2%	-1%
CCCC(=O)Nc1ccc(N2CCOCC2)cc1	-9%	16%	-15%[11.4 µM]	-1%	-3%	-12%	-5%	-2%
O=c1c2ccccc2nnn1Cc1ccc2ccccc2c1	-10%	-1%[46 µM]	19%	nt	8%	-11%	-2%	-4%
Cc1c([N+](=O)[O-])cc(C(=O)Nc2ccc(Cc3ccncc3)cc2)cc1[N+](=O)[O-]	?	?	-16%	-46%[inhibitor]	14%	-16%	0%	0%
CC(OC(=O)C1CCN(S(=O)(=O)c2ccc(Cl)cc2)CC1)C(=O)N1CCc2ccccc21 (stereo not given)	-5%	?	nt	-19%	-8%	-15%	0%	-3%

Twelve entries from above, reformatted.
smiles,RECQ1 helicase,Lamin A splicing,L3MBTL1 block,SMN2 splice up,ALDH1A1 inh,Tau fibril ThT,KDM4E inh,Luc counter
O=C(Cn1ncnn1)OCc1ccccc1Cl,i,3%,3%,-14%,12%,-6%,-4%,14%
C/C(=N\NC(=O)c1ccc(Br)cc1)C1C(=O)c2ccccc2C1=O,i,?,nt,-21%,-2%,4µM*,?,-4%
N#Cc1nc(Cc2cccc3ccccc23)oc1NCC1CCCO1 (stereo not given),-13%,1%,-1%,-14%,-9%,-13%,0%,3%
Oc1oc(-c2ccccc2)nc1C=Nc1ccccc1,-4%,6%,-14%,26%,?,?,5%,-3%
Cc1ccc(NCCC(=O)c2ccc(Cl)cc2)cc1C,-6%,-1%,10%,-5%,2.8µM*,-14%,5%,0%
COc1cc(-c2noc(CCC(N)=O)n2)cc(OC)c1OC,-4%,8%,8%,5%,3%,6%,6%,-1%
CCC(=O)Nc1ccc(NC(=O)c2ccccn2)cn1,-2%,6%,-1%,14µM*,7%,2%,-2%,-18%
CCOC(=O)C1=C(N)OC2=C(C(=O)CC(C)(C)C2)C1c1cccs1 (stereo not given),-6%,-7%,?,3%,?,?,-25%,-1%
COc1nc(Cl)cn(-c2ccc(C)cc2)c1=O,1%,?,1%,-30%,?,5%,9%,12%
Cc1c(-c2ccc(F)cc2)nc(N)c(C#N)c1-c1cccnc1,-3%,nt,5%,nt,nt,-18%,?,nt
C/C(=N\Nc1nc2c(s1)CCCC2)c1ccc(Cl)cc1,-8%,?,-11%,-22%,28µM*,14µM*,-23%,0%
COc1ccc(CCNC(=O)Cn2cnc3sc(C)c(-c4ccc(F)cc4)c3c2=O)cc1OC,i,nt,3%[11.4 µM],-6%,1%,-8%,0%,-1%

Later entries:
SMILES	RECQ1 helicase	Lamin A splicing	L3MBTL1 block	SMN2 splice up	ALDH1A1 inh	Tau fibril ThT	KDM4E inh	Luc counter
O=C(CN1C(=O)CSC1=O)NC1CCCCC1	i	-3%	0%	0%	-3%	2%	4%	-3%
Cc1ccc(Oc2ccc(-c3nc(N)nc(N)n3)cc2)cc1	-7%	2%	3%	-10%	-2%	-13%	-7%	-4%
Cn1cncc1C(=O)c1ccccc1	8%	nt	3%	nt	nt	0%	-6%	nt
COCCCn1c(C)nc2c(c1=O)c1nc3ccccc3nc1n2CCc1ccccc1	i	2%	-2%	9%	?	?	?	-9%
N#Cc1ccccc1OCC(O)CS(=O)(=O)c1ccccc1 (stereo not given)	i	nt	6%	-5%	0%	2%	-24%	-2%
Cc1ccc2nc(NCCCO)nc(-c3ccccc3)c2c1	i	-14%	nt	-16%	?	4%	?	-3%
COc1cccc(Nc2nnc(SCC3CCCCO3)s2)c1 (stereo not given)	-3%	?	nt	-28%	-9%	-18%	-5%	7%
Cc1ccsc1-c1nc(CN2CCN(C)C(=O)[C@@H]2C)c(C)o1	6%	nt	7%	nt	?	-5%	9%	-1%
CCC(C)NC(=O)C1CCC(=O)N1Cc1ccc(C)cc1 (stereo not given)	-2%	8%	-7%	-7%	3%	-16%	-3%	2%
CC1=C(C(=O)OCc2ccccc2)C(c2ccc(C(F)(F)F)cc2)NC(=O)N1CCCCCC(=O)O (stereo not given)	-4%&-1%	?	-2%	-17%&-4%	-8%&-2%	-9%&-8%	-14%&1%	1%&-7%
CCOC(=O)C1=C(C)Nc2nc(SCC)[nH]c(=O)c2C1c1ccncc1 (stereo not given)	i	-7%	-1%	-3%	?	3%	?	3%
O=c1oc2c(CN3CCOCC3)c(O)c(Cl)cc2c2c1CCCC2	13%	?	33%[activator]	-3%	?	?	?	-1%
NC(=O)c1cc(-c2ccccc2)nc(N2CCOCC2)n1	2%	?	1%	10%	0%	-13%	9%	5%
Cc1cccc(-c2cc(C(=O)Nc3ccc4c(c3)OCCO4)c3ccccc3n2)c1	-27%	?	-1%	-9%	-12%	-7%	?	-20%
Cc1ccc(Sc2cc(C(F)(F)F)nc(N(C)C)n2)cc1	-1%	5%	22%	16%	?	-5%	-6%	11%
CCOC(=O)C1=C2c3ccc4ccccc4c3CC(C)(C)N2C(=O)C1=O	4%	?	0%	-12%	?	-11%	-21%	-1%
CC(C)(C)OC(=O)NCCCCC1=CC2=CC(=O)C(C)(OC(=O)c3ccco3)C(=O)C2=CO1 (stereo not given)	-10%	nt	nt	6%	6%	-9%	-7%	0%
COc1ccc(OCc2nc3ccccc3[nH]2)cc1	i	-8%	nt	11µM*	8%	-6%	-1%	?
COc1cc(Cl)c(C)cc1NC(=O)Cc1ccc(OC)c(OC)c1	2%	nt	-20%	-70%[inhibitor]	-3%	-1%	-3%	2%
COc1ccccc1C/C(N)=N/OC(=O)COc1cccc(C)c1C	i	nt	147%[activator]	0%	-13%	-12%	-1%	2%
CCOC(=O)c1nn(-c2ccccc2)c(C#N)c1N	i	12%[46 µM]	-2%	-8%	?	6%	?	2%
Cc1c(NS(=O)(=O)c2cccc(C(=O)NCc3ccccc3)c2)c(=O)n(-c2ccccc2)n1C	4%	15%	nt	0%	6%	-10%	6%	2%
COc1ccccc1C1CC(c2ccc(Cl)cc2)Nc2nc(N)nn21 (stereo not given)	-14%	-11%	-2%	nt	8%	-13%	6%	nt
O=C(CSc1ccc(-c2cccc([N+](=O)[O-])c2)nn1)NC1CCCC1	-5%	13%[9.22 µM]	13%	-16%	1%	-5%	-1%	3%
CC(=O)Oc1ccc(C(=O)Nc2ccccc2C(=O)N2CCCCC2)cc1	-5%	nt	1%	nt	7%	-7%	5%	4%
C[C@H]1C(O)[C@@]23CCC4C5(C=[N+](CCO)C[C@]4(C)CCC5)C2C[C@@H]1C3 (stereo not given in full)	0%	nt	nt	4%	-4%	-7%	13%	0%
CCCCNC(=O)C1CCN(c2nc(OC)nc(OC)n2)CC1	-13%	-8%	8%	-18%	11%	2%	-3%	1%
Cc1ccsc1/C=N/NC(=O)c1ccc(Cn2cc(Br)cn2)o1	i	?	4%	-4%	1%	-8%	-1%	-9%

Some of the compounds tested (hit frequency here may not be typical).
